# Screens as filed in PubChem.
# TDP2 inh: human TDP2 enzyme inhibitors, primary screen, biochemical, epi absorbance, recombinant enzyme | AID 720702, 2013 | inhibition, % at 12.8 µM | 0.34% of 370,000 active | T5PNP hydrolysis, p-nitrophenol absorbance 415 nm | Tyrosyl-DNA phosphodiesterase 2 (Homo sapiens), O95551;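 active = inhibition above the mean of all tested compounds plus 3 SD, set per campaign, cut at about 25% in these data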;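 note: 0% = DMSO with enzyme and 100% = buffer with substrate but no TDP2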
#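 Material: recombinant human TDP2; quantity: TDP2 enzyme at 120 nM final; medium: Tris-HCl pH 7.5 with MgCl2; compound: single concentration, 12.8 µM nominal, with 1% DMSO; incubation: 2 h enzyme incubation at 37 °C; signal: epi absorbance; measure: percent inhibition; benchmarks: high control without enzyme, low control DMSO plus TDP2; repeats: singlicate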
# DDE Tn7 FP inh: inhibitors of Tn7 peptide binding to fibrin DD(E), primary screen, biochemical, fluorescence polarization, human fibrin, Tn7 probe | inhibition, % at 8.3 µM | FP displacement of FITC-Tn7 peptide from fibrin DD(E); 0% = median of compound wells per plate | Fibrinogen beta chain (Homo sapiens), P02675 | 0.13% of 370,000 active;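 active = inhibition above the mean of compounds falling within the control limits plus 3 SD of them, cut at about 14% in these data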;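 note: 0% = plate median of compound wells and 100% = 10 µM Aha-Tn7 peptide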
# Target sequence (P02675 whole entry, looked up): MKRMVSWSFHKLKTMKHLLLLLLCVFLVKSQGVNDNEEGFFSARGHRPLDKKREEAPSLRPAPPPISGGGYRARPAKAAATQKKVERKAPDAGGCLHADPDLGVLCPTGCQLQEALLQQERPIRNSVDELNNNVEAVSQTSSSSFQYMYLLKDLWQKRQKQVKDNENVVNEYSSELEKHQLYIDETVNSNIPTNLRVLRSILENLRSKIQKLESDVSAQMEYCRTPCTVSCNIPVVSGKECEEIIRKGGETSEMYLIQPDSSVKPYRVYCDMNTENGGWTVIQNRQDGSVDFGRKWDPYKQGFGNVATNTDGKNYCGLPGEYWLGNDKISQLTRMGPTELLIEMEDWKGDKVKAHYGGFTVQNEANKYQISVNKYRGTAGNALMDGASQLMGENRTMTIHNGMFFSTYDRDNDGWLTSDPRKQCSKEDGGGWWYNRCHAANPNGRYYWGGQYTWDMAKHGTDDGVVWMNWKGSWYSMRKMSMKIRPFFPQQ
#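 assay system = human clot-derived fibrin DD(E) complex | quantity = Fibrin-DD(E) at 2 µM final | timing = 10 min preincubation, 3 h with tracer, room temperature | signal = fluorescence polarization | measure = percent inhibition | benchmarks = high control wells with 10 µM unlabelled Aha-Tn7 peptide (full inhibition) | replicates = singlicate testing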
# PRMT1 inh: PRMT1 methyltransferase inhibitors, primary screen, biochemical, fluorescence polarization; Protein arginine N-methyltransferase 1 (Homo sapiens), Q99873; recombinant PRMT1, activity-based probe fluorescence polarization; inhibition, % at 2.79 µM; 1.3% of 370,000 active;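 active = inhibition above about 21% made by adding two undisclosed values, limit read from the data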
# UHRF1 binding: UHRF1 methylated DNA binding inhibitors, primary screen, counter-screen for MBD2 inhibitor project, biochemical, TR-FRET, human UHRF1, single concentration | E3 ubiquitin-protein ligase UHRF1 (Homo sapiens), Q96T88 | 0.75% of 370,000 active | UHRF1 binding to methylated oligo | inhibition, % at 4.4 µM | AID 687016, 2013; in the data active = inhibition above about 21%;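 note: UHRF1 SRA domain binding a hemimethylated CpG hairpin DNA probe; 0% = median of test compound wells and 100% = reference inhibitor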
# PG9 Ab binder: binders of HIV-1 gp120 antibody PG9, primary screen, biochemical, TR-FRET | 0.43% of 360,000 active | TR-FRET gp120-PG9 antibody binding | inhibition, % at 6.7 µM | HIV-1 gp120 / PG9 antibody interaction; in the data active = inhibition above about 8.5%
# LEDGF integ inh: blockers of LEDGF/p75-dependent integrase strand transfer – biochemical, TR-FRET, high throughput, primary screen; HIV-1 integrase (with human LEDGF/p75); TR-FRET IN-LEDGF/p75 DNA integration, Eu/Cy5; inhibition, % at 3.7 µM; 0.64% of 370,000 active; AID 743269, 2014;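 active = inhibition above the screen-wide mean plus 3 SD, cut at about 13% in these data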;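 note: signal is the Cy5 over europium emission ratio at 671 and 618 nm; 0% = plate median of compound wells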
# TCR-CD3 inh: inhibitors of human TCR-CD3 interaction, primary screen, biochemical, fluorescence, TAMRA-labeled TCR probe; inhibition, % at 9.4 µM; 0.37% of 360,000 active; in the data active = inhibition above about 19%;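 note: recombinant mutant TCR 2C K166C tagged with TAMRA read by polarization; 0% = receptor in buffer alone and 100% = receptor with positive control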
# SIAE inh: human SIAE inhibitors, primary screen, biochemical, fluorescence polarization, FP-Rh probe, 1536-well HTS; 0.69% of 370,000 active; SIAE FP-Rh probe binding; Sialate O-acetylesterase (Homo sapiens), Q9HAT2; AID 1053197, 2014; inhibition, % at 9.66 µM;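 active = inhibition above a cutoff: mean of compounds within the control limits plus 3 SD of those, cut at about 17% in these data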;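 note: 0% = plate median of compound wells and 100% = probe without SIAE protein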
# ABHD4 inh: ABHD4 inhibitors, primary screen, biochemical, fluorescence polarization, mouse; (Lyso)-N-acylphosphatidylethanolamine lipase (Mus musculus), Q8VD66; 0.54% of 370,000 active; inhibition, % at 8.92 µM; purified mABHD4, FP-Rh probe fluorescence polarization; AID 720543, 2013;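 active = inhibition exceeding the mean over every tested compound plus 3 SD, cut at about 30% in these data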;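 note: 0% = plate median of compound wells and 100% = S159A mutant with DMSO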
#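 Doses – 8.92 µM, single dose · Material – wild-type mouse ABHD4 protein · Replication – single well per compound (singlicate) · Measure – percent inhibition of probe binding, normalized to plate controls · Schedule – 45 min compound pre-incubation plus 60 min probe step, 25 °C · Detection – fluorescence polarization with parallel and perpendicular emission, 525/598 nm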
# HTRA1 inhibitor: HTRA1 serine protease inhibitors, primary screen, biochemical, fluorescence polarization, HTS. Q92743. recombinant HTRA1, FP-rhodamine activity-based probe. inhibition, % at 5.96 µM. 0.5% of 340,000 active; in the data active = inhibition above about 36%;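 note: 0% = enzyme with DMSO and 100% = wells lacking enzyme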
# Target sequence (Q92743 whole entry, looked up): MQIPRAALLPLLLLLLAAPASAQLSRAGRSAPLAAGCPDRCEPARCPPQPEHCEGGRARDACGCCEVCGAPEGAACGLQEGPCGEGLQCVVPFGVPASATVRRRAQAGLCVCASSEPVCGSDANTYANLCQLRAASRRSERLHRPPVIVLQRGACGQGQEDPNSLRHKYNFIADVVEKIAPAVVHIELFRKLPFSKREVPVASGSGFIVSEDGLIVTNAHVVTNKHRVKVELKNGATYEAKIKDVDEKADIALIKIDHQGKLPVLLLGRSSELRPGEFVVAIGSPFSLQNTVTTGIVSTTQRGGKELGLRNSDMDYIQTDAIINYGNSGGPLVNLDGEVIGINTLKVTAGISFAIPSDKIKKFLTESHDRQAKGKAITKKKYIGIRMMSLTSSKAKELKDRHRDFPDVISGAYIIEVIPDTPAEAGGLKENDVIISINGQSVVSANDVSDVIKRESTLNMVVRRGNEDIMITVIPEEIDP
# The depositor's hits bear a star; x = not tested or not shown. This is a random part of the collection; overall some 4.2% were active at least once.
# Field names – A = TDP2 inh; B = DDE Tn7 FP inh; C = PRMT1 inh; D = UHRF1 binding; E = PG9 Ab binder; F = LEDGF integ inh; G = TCR-CD3 inh; H = SIAE inh; I = ABHD4 inh; J = HTRA1 inhibitor
COc1ccc(-c2[nH]ncc2CN(CC2CCC(=O)N2)C(C)C)cc1F (stereo not given)
  A: 0 | B: -1 | C: 5 | D: 4 | E: -2.1 | F: -1 | G: 1 | H: -7 | I: 9 | J: 2

CCCc1nnc(NC(=O)NCCN2C(=O)C3C4C=CC(C4)C3C2=O)s1 (stereo not given)
  A: -1 | B: 2 | C: -4 | D: 1 | E: -1.9 | F: -2 | G: 5 | H: 1 | I: 2 | J: 8

COC(=O)/C(C#N)=C/c1c(N2CCN(c3cccc(Cl)c3)CC2)nc2c(C)cccn2c1=O
  A: -8 | B: 4 | C: -5 | D: 2 | E: -3.9 | F: 3 | G: -1 | H: 2 | I: -7 | J: -3

CCOC(=O)c1cc2c(=O)n3ccccc3nc2n(Cc2ccco2)c1=NC(=O)c1cccnc1
  A: -14 | B: -10 | C: 21 | D: 1 | E: 2.6 | F: 6 | G: 0 | H: -5 | I: 8 | J: 5

Cn1c(COc2ccc(Cl)cc2)nnc1SCc1ncc(-c2ccccc2)o1
  A: -6 | B: -7 | C: -1 | D: 2 | E: -0.9 | F: -2 | G: 6 | H: 1 | I: -3 | J: -13

CC(C(=O)OCC(=O)c1ccc(F)cc1)N1C(=O)C2C3C=CC(C3)C2C1=O (stereo not given)
  A: 17 | B: -4 | C: -4 | D: -2 | E: -2.0 | F: -1 | G: -6 | H: 1 | I: 0 | J: 0

Cc1cc(C)cc(C(=O)OCC(=O)N2CCCC2)c1
  A: -7 | B: 3 | C: 1 | D: -3 | E: -0.4 | F: -3 | G: 3 | H: 2 | I: 4 | J: 4

Cc1nnc(NC(=O)C2CCN(c3nnnn3-c3ccccc3)CC2)s1
  A: -1 | B: 2 | C: 2 | D: 3 | E: 3.8 | F: 0 | G: 0 | H: 6 | I: -5 | J: 4

CC1CN(c2ccccc2)c2nc3c(c(=O)[nH]c(=O)n3C)n2C1 (stereo not given)
  A: -16 | B: 1 | C: 1 | D: 1 | E: -0.2 | F: -8 | G: -3 | H: 2 | I: 6 | J: -5

CCOC(=O)c1ccccc1OC(=O)CS(=O)c1ccccc1[N+](=O)[O-] (stereo not given)
  A: 0 | B: -4 | C: 1 | D: 3 | E: -3.6 | F: -1 | G: 5 | H: 10 | I: 0 | J: 14

# Field names – A = TDP2 inh; B = DDE Tn7 FP inh; C = PRMT1 inh; D = UHRF1 binding; E = PG9 Ab binder; F = LEDGF integ inh; G = TCR-CD3 inh; H = SIAE inh; I = ABHD4 inh; J = HTRA1 inhibitor
Cc1ccc(Cn2ccc(NC(=O)CCSc3nc(-c4ccco4)cc(C(F)(F)F)n3)n2)cc1
  A: 0 | B: 0 | C: 2 | D: 10 | E: 1.9 | F: 1 | G: 0 | H: -17 | I: -13 | J: -69

Cc1cccc(NC(=O)C2CCCN(S(=O)(=O)c3ccc4c(c3)oc(=O)n4C)C2)c1 (stereo not given)
  A: -6 | B: 3 | C: 0 | D: 0 | E: -1.0 | F: 3 | G: -1 | H: -4 | I: 4 | J: -3

Cc1c(C(=O)Nc2ccc(-n3cnnn3)cc2)oc2ccccc12
  A: -1 | B: -2 | C: -1 | D: 0 | E: -1.4 | F: -3 | G: 0 | H: -39 | I: -5 | J: -16

COC(=O)c1ccccc1S(=O)(=O)N1CCC(c2nc3ccccc3o2)CC1
  A: -6 | B: -3 | C: 1 | D: -1 | E: -2.9 | F: 0 | G: 3 | H: -3 | I: -7 | J: -7

CC[C@@]1(C(=O)OC)N[C@H](CN(C)S(=O)(=O)c2ccc(C(F)(F)F)cc2)[C@@H]2C(=O)N(C)C(=O)[C@@H]21
  A: -4 | B: -4 | C: -3 | D: -1 | E: -1.2 | F: -4 | G: 7 | H: -3 | I: 9 | J: 0

CCOCC(=O)NC1CCc2cc(OC(=O)COCC)c(OC)c(OC)c2-c2ccc(SC)c(=O)cc21 (stereo not given)
  A: -11 | B: -15 | C: -5 | D: 4 | E: -1.0 | F: 0 | G: 7 | H: 2 | I: 7 | J: -5

Cc1c(C2=CCN(S(=O)(=O)c3ccc(Cl)cc3)CC2)c2ccccc2n1C
  A: 1 | B: 8 | C: 4 | D: -1 | E: -1.0 | F: -1 | G: -9 | H: -32 | I: -75 | J: -25

O=C1NC2=C(C(=O)c3ccccc32)C(c2ccccc2)N1 (stereo not given)
  A: -3 | B: 4 | C: -2 | D: -12 | E: -6.2 | F: 0 | G: 0 | H: -1 | I: 3 | J: -6

O=C(NCc1ccccc1)c1cc(C2CCCN(S(=O)(=O)c3ccccc3)C2)on1 (stereo not given)
  A: 13 | B: 7 | C: -1 | D: -2 | E: -0.4 | F: 4 | G: 2 | H: -4 | I: -6 | J: x

Cc1cc(C)c(N)c(C(=O)O)c1
  A: 8 | B: -1 | C: -3 | D: -3 | E: 0.2 | F: 5 | G: 6 | H: -1 | I: 3 | J: 0

# Field names – A = TDP2 inh; B = DDE Tn7 FP inh; C = PRMT1 inh; D = UHRF1 binding; E = PG9 Ab binder; F = LEDGF integ inh; G = TCR-CD3 inh; H = SIAE inh; I = ABHD4 inh; J = HTRA1 inhibitor
COC(=O)c1cc(=O)nc2sccn12
  A: 2 | B: -2 | C: -1 | D: -2 | E: 2.1 | F: -1 | G: 3 | H: 5 | I: 0 | J: -4

CC(=O)Nc1ccc(NC(=O)C(C)Sc2n[nH]c(-c3cccs3)n2)cc1 (stereo not given)
  A: -23 | B: -9 | C: 4 | D: 2 | E: 0.9 | F: 5 | G: -9 | H: -9 | I: -2 | J: 4

COc1cccc(CNC(=O)C2CCC(CNS(=O)(=O)c3cccc4cccnc34)CC2)c1OC (stereo not given)
  A: 4 | B: 10 | C: 3 | D: -3 | E: x | F: 0 | G: x | H: 1 | I: 1 | J: x

NS(=O)(=O)c1ccc(CCNC(=O)c2cc(S(=O)(=O)N3CCCCC3)ccc2Cl)cc1
  A: 1 | B: 5 | C: -2 | D: -1 | E: 0.1 | F: -2 | G: -1 | H: 6 | I: -7 | J: 9

Cc1ccc(S(=O)(=O)N2CCN(Cc3ccsc3)CC2)cc1
  A: -6 | B: 5 | C: -1 | D: 1 | E: -1.0 | F: 0 | G: 5 | H: -3 | I: 2 | J: 3

COc1cc(C(=O)Nc2ccc(S(=O)(=O)N(C)c3ccccc3)cc2)cc(OC)c1OC
  A: 5 | B: -3 | C: 1 | D: 2 | E: 2.3 | F: -3 | G: -2 | H: -29 | I: -29 | J: -25

O=C(NC1CCN(Cc2ccccc2)CC1)c1cc(S(=O)(=O)Nc2ccc(F)cc2)ccc1Cl
  A: -15 | B: -2 | C: 3 | D: 5 | E: -0.7 | F: -7 | G: 5 | H: 3 | I: -6 | J: -5

Cc1ccc(C(=O)NCc2ccccn2)cc1S(=O)(=O)N1CCOCC1
  A: -2 | B: 5 | C: -1 | D: -3 | E: 0.6 | F: 0 | G: 0 | H: -12 | I: -1 | J: 4

Cc1cc(C)nc(-n2nc(C)cc2NC(=O)CN2CCC(C)CC2)n1
  A: 1 | B: 4 | C: 1 | D: 1 | E: -0.5 | F: -2 | G: 3 | H: -2 | I: 2 | J: -4

O=C(Cc1ccccc1)N1CCN(c2ncccn2)CC1
  A: 0 | B: 0 | C: 0 | D: 0 | E: -0.6 | F: 2 | G: 6 | H: 0 | I: 1 | J: -5

# Field names – A = TDP2 inh; B = DDE Tn7 FP inh; C = PRMT1 inh; D = UHRF1 binding; E = PG9 Ab binder; F = LEDGF integ inh; G = TCR-CD3 inh; H = SIAE inh; I = ABHD4 inh; J = HTRA1 inhibitor
O=C(Cc1csc(Nc2nc(=S)[nH]c3ccccc23)n1)N1CCN(c2cccc(C(F)(F)F)c2)CC1
  A: 16 | B: 2 | C: 1 | D: 0 | E: -2.3 | F: -4 | G: -1 | H: 1 | I: 8 | J: -6

CC(Oc1ccccc1)C(=O)N=Nc1c(O)[nH]c2ccc(Br)cc12 (stereo not given)
  A: -5 | B: -6 | C: 0 | D: -2 | E: 1.4 | F: -2 | G: 7 | H: -2 | I: 7 | J: 6

COc1ccc(CCn2c(-c3ccc(F)cc3)nc3c(c(=O)c4ccccc4n3C)c2=O)cc1OC
  A: 5 | B: 3 | C: -4 | D: 0 | E: 1.1 | F: 1 | G: 1 | H: -4 | I: -2 | J: x

C=CCN(CC=C)C(=O)CN1C(=O)NC(c2ccccc2)(c2ccccc2)C1=O
  A: -2 | B: -2 | C: 4 | D: 1 | E: -2.1 | F: 2 | G: -9 | H: 6 | I: -4 | J: -3

CC1(C)SC2c3ccccc3C(=O)N2[C@@H]1C(=O)NC1CCCC1 (stereo not given in full)
  A: 12 | B: -8 | C: 0 | D: 1 | E: -0.5 | F: 3 | G: 0 | H: 3 | I: 1 | J: 1

CCn1c(SCC(=O)Nc2nncs2)nnc1C(C)NC(=O)c1ccccc1Br (stereo not given)
  A: -12 | B: 3 | C: -2 | D: -1 | E: 0.0 | F: 4 | G: -2 | H: 5 | I: 0 | J: -5

CCOC(=O)C1=C(C)NC(=O)NC1c1ccc(OCC(=O)N2CCCCC2)cc1 (stereo not given)
  A: 8 | B: -1 | C: -1 | D: -1 | E: 0.8 | F: -1 | G: 4 | H: -1 | I: 2 | J: -1

N#CCCn1cc(/C=C2\NC(=S)N(c3ccccc3)C2=O)c(-c2ccc(F)cc2)n1
  A: -5 | B: -2 | C: -2 | D: 0 | E: -3.7 | F: 0 | G: 2 | H: 2 | I: -4 | J: -11

C[C@H](NC(=O)Nc1ccccc1F)C(=O)O
  A: -3 | B: 1 | C: 2 | D: 4 | E: -1.0 | F: -1 | G: -6 | H: 4 | I: 0 | J: 11

CCOc1ccccc1N(CC(=O)NCc1ccc(OC)cc1)S(C)(=O)=O
  A: -6 | B: 1 | C: 8 | D: 3 | E: 1.0 | F: -1 | G: -14 | H: -12 | I: -12 | J: -7
